# Source: PubChem BioAssay (Sanford-Burnham Center for Chemical Genomics)
# CHOP UPR activ – activators of apoptotic arm of unfolded protein response (CHOP); CHO-CHOP luciferase reporter, UPR activation, luminescence; percent of tunicamycin response over DMSO baseline; activation, % at 10 µM; hit rate 0.34% among 330,000;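 active = at 10 µM dose, activation of 40% or more, normalized to positive control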;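 note: 100% = tunicamycin at 10 µg/mL and 0% = DMSO alone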
#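 System: CHO-CHOP luciferase reporter cell line; amount: 500 cells/well; buffer or medium: F12 medium containing 10% fetal bovine serum; incubation: 6 h compound exposure at 37 °C after overnight seeding; measured by: luciferase luminescence after 10 min with Steady-Glo reagent; evaluation: % reporter activation, DMSO baseline versus tunicamycin full activation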
# XBP1 UPR activ – adaptive UPR (XBP1) activation | hit rate 0.33% among 330,000 | activation, % at 20 µM | CHO-XBP1 luciferase reporter, IRE1-XBP1 UPR activation, luminescence; percent of tunicamycin response, DMSO as zero;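 active = versus positive control, 20 µM dose yields 30% or more activation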;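 note: 100% = tunicamycin at 10 µg/mL and 0% = DMSO only wells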
#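 assay system = CHO-XBP1 luciferase reporter cells | amount = 1000 cells/well | buffer or medium = F12 plus 10% FBS | compound dosing = single point, 20 µM final compound, 1% DMSO | incubation = 16-18 h cell attachment at 37 °C, then 6 h compound exposure | detection = Steady-Glo luminescence read | controls = tunicamycin 10 µg/mL and vehicle-only wells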
# Mdm2-MdmX inh – inhibitors of human Mdm2/MdmX interaction; SaOS-2 split-luciferase Mdm2/MdmX complementation, luminescence; inhibition, % at 8 µM; hit rate 3% among 330,000; AID 485346;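 active = inhibition of at least 50% at 8 µM in the primary screen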
# Target sequence (O15151 whole entry, looked up): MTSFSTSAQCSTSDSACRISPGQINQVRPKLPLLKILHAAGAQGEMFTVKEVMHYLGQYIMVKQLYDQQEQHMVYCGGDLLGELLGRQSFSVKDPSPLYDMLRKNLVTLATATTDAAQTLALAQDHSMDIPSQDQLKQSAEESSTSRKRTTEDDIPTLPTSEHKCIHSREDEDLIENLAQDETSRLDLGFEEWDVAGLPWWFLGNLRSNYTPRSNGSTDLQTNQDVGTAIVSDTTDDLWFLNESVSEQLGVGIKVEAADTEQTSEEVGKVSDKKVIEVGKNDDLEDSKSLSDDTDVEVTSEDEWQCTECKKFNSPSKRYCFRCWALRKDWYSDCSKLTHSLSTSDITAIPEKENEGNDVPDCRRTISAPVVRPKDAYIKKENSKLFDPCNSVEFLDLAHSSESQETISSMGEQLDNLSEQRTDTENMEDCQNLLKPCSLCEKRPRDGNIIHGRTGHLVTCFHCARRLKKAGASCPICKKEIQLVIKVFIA
# Target sequence (Q00987 whole entry, looked up): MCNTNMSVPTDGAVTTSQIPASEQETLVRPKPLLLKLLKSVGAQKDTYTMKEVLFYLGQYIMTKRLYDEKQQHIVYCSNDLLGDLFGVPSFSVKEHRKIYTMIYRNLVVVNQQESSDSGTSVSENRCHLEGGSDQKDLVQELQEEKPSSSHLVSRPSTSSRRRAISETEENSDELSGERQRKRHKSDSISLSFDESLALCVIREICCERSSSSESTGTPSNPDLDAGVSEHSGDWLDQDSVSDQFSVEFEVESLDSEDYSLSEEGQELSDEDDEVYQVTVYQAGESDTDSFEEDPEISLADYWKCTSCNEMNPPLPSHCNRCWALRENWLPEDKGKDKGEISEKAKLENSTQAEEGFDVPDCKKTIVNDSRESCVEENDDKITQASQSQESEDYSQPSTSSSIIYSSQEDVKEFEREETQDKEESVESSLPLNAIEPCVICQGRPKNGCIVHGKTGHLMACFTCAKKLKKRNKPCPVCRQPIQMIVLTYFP
# APJ agonist – APJ receptor agonism | CHO-K1 APJ PathHunter beta-arrestin, luminescence; 0% DMSO wells, 100% apelin | activation, % at 20 µM | hit rate 0.11% among 330,000 | AID 2520;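 active = activation more than six SD over the plate average, tested at 20 µM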;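 note: 0% = DMSO alone and 100% = apelin-13 at 10 nM; some results filed as inactive read as strong as hits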
#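 Assay system: engineered CHO-K1 APJ arrestin reporter cells; Amount: 1000 CHO-K1 reporter cells seeded per well; Dosing: one dose, 20 µM compound, 1% DMSO; Times: compound stimulation 90 min at 25 °C, detection 60 min; Measured by: luminescent beta-gal fragment complementation, chemiluminescent substrate; Read-out: APJ–arrestin association signal; Controls: DMSO vs Apelin-13 10 nM.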
# APJ antagonist – APJ receptor antagonism | P35414 | CHO-K1 APJ beta-arrestin complementation, luminescence | inhibition, % at 20 µM | hit rate 0.32% among 330,000 | AID 2521;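 active = inhibition above about 40% at 20 µM, limit read from the data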;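 note: cells challenged with 10 nM apelin-13 agonist together with compound; plate controls were apelin-13 plus DMSO wells for no effect and DMSO wells lacking apelin-13 for full effect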
# tim10-1 inh – inhibits growth of tim10-1 mutant yeast; S. cerevisiae tim10-1 ts strain growth, BacTiter-Glo, 24 h; inhibition, % at 20 µM; hit rate 2.2% among 330,000; AID 463190;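 active = inhibition of at least 40%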;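 note: mutant grown at 25 °C; 0% = DMSO wells with yeast and 100% = wells holding no yeast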
# TIM10 inh – inhibits growth of TIM10 yeast strain | AID 463195 | inhibition, % at 10 µM | hit rate 1.4% among 330,000 | S. cerevisiae TIM10 strain growth, BacTiter-Glo luminescence, 24 h;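 active = inhibition of 40% or more at the single tested concentration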;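 note: wild-type TIM10 isogenic control strain grown at permissive 25 °C; 0% = DMSO yeast wells and 100% = minimal medium wells without yeast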
# tim23-1 inh – growth inhibitors of tim23-1 mutant yeast | hit rate 1.3% among 330,000 | AID 463212 | S. cerevisiae tim23-1 growth, BacTiter-Glo luminescence, 24 h | inhibition, % at 20 µM;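 active = growth inhibition of the mutant yeast at or above 50%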;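 note: temperature-sensitive mutant grown at 25 °C; plate controls were DMSO-treated mutant yeast for no effect and medium wells lacking yeast for full effect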
# CXCR6 block – CXCR6 (human) receptor inhibition | O00574 | hit rate 0.36% among 360,000 | inhibition, % at 20 µM | CHO-K1 PathHunter CXCR6 beta-arrestin, luminescence; in the data active = inhibition above about 34%, passing the limit was not always enough;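 note: antagonist mode with CXCL16 agonist at 10 nM final; 0% = 10 nM CXCL16 with DMSO and 100% = unstimulated wells without agonist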
# The depositor's hits bear a star; . = not tested or not shown.
SMILES,CHOP UPR activ,XBP1 UPR activ,Mdm2-MdmX inh,APJ agonist,APJ antagonist,tim10-1 inh,TIM10 inh,tim23-1 inh,CXCR6 block
C=C1CCN([C@@H](CC(C)C)C(=O)NN2CCOCC2)S(=O)(=O)c2ccccc21,0.0,1,-8,-1,9,5,6,4,-1
O=C(Nc1ccc(NC(=O)c2ccco2)c(Cl)c1)c1cccc([N+](=O)[O-])c1,1.7,0,6,1,1,1,10,10,15
COc1ccc(CNC(=O)c2cc(C(C)=O)c[nH]2)cc1,-0.2,-3,15,-3,-3,7,-3,7,-8
COC(=O)[C@@H]1CCCN1Cc1c(C(=O)N2CCCCC2)nc2c(C)cccn12,1.9,-4,9,-2,-3,16,0,12,-5
OCCNCCCCOc1cccc(Br)c1,1.9,1,-24,-2,-4,11,-9,13,4
CC(=O)Nc1ccc(N2CCN(C(=O)c3cccs3)CC2)cc1,-0.6,-1,-9,1,3,15,3,9,4
COc1ccc(CCNc2ccncn2)cc1OC,-0.8,0,-17,-2,1,14,-3,-9,-10
CS(=O)(=O)N(CC(=O)N/N=C/c1ccco1)c1ccccc1Br,0.8,-2,9,-2,4,-6,4,1,0
CN=C1N(C)C[C@@H]2[C@@H]3C(=O)N(Cc4ccccc4)C(=O)[C@@H]3[C@](Cc3ccccc3)(C(=O)OC)N12,0.7,1,4,.,.,8,-3,33,0
Cc1csc(SCCN2C(=O)c3ccccc3C2=O)n1,6.1,3,-3,-2,-2,15,16,14,3
O=C(O)C1CC(=O)n2c(nc3ccccc32)S1 (configuration not stated),-1.4,-3,3,-3,6,0,-11,-4,-28
O=[N+]([O-])c1ccc(OCC2CC(c3ccccc3)=NO2)cc1 (configuration not stated),1.4,-2,14,-4,-1,-18,-22,11,-4
CC(Sc1nncn1C)C(=O)Nc1ccc2ccccc2c1 (configuration not stated),-0.3,-4,14,-3,20,-8,1,2,2
CNC(=O)c1cccc2nc3ccccc3nc12,-0.1,8,47,0,0,8,22,7,-6
O=S(=O)(c1ccc(NC(=S)N/N=C/c2ccc(Oc3ccccc3)cc2)cc1)N1CCOCC1,9.3,12,64*,-1,6,4,-9,-2,10
O=C(CCc1nnc(CCCc2ccccc2)o1)NCCc1ccccc1,0.3,1,0,-3,-6,17,-6,11,-2
CCC(=O)N1CCc2cc(S(=O)(=O)NC(CC(C)C)C(=O)N3CCc4ccccc43)ccc21 (configuration not stated),-1.0,2,2,-1,-2,24,31,24,-3
COc1ccc(Nc2nc(N)nc(CSC(=S)N3CCC(C)CC3)n2)cc1,3.0,3,24,-10,-2,46*,45*,50,1
Cc1ccc(NC(=S)Nc2ccccn2)cc1C,7.0,-1,-60,2,6,16,-11,14,2
Cc1nc(C(=O)Nc2ccc(Cl)cc2)nn1-c1ccc([N+](=O)[O-])cc1,-1.7,1,-10,1,-12,-1,0,-5,-2
COc1cccc(CN(C)C(=O)c2sccc2-c2ccccc2)c1OC,1.2,-7,-7,0,3,5,6,28,1
Cc1ccc(-c2csc(N3CCN(c4ccc5nc(-c6ccncc6)n(CCN6CCCCC6)c5c4)CC3)n2)cc1,0.8,-2,10,2,3,-11,-6,-17,-4
O=C(NCC1CCCO1)/C(=C\c1ccc(Cl)cc1)NC(=O)c1ccccc1 (configuration not stated),0.8,3,0,0,1,-5,-25,-1,-6
Cc1cccc(NC(=S)NCc2ccncc2)c1C,0.8,-3,1,2,0,17,8,8,-10
O=C(CSc1nc2ccccc2[nH]1)c1cccs1,4.4,-1,-118,-9,-9,36,25,5,-3
N/C(=N\N=C\c1cccs1)SC1CC(=O)N(c2cccc([N+](=O)[O-])c2)C1=O (configuration not stated),0.7,-2,20,-5,16,-14,-3,-4,9
COC(=O)c1ccc(C(=O)OC)c(NC(=O)CCS(=O)(=O)Cc2ccccc2)c1,-1.5,-5,-4,-3,-39,7,-5,9,-2
COc1ccc(Nc2cc(C(=O)NCc3ccccn3)c3ccccc3n2)c(OC)c1,-1.0,0,-18,-2,13,12,10,-1,.
CCOC(=O)c1ccccc1NS(=O)(=O)c1cnn(CC)c1C,-0.7,-1,23,-3,9,14,-8,2,6
Nc1nonc1-n1nnc(C(=O)N/N=C/c2cccnc2)c1-c1cccs1,-0.1,-2,15,0,3,17,-8,9,-6
O=C(c1ccc(-n2cnnn2)cc1)N1CCCCC1,-1.1,2,11,0,3,14,2,11,-3
O=C(O)c1cccnc1SCc1cccc(Cl)c1,-1.0,-1,7,-4,8,5,5,3,-5
CCOC(=O)CNC(=O)c1sc2nc(C)cc(C)c2c1N,-0.3,-1,2,-1,-7,5,-2,6,8
CN1CCN(C(c2cccc(C(F)(F)F)c2)c2nnnn2Cc2ccccc2)CC1 (configuration not stated),-0.2,-3,14,-2,-3,4,-9,-5,-4
Cc1sc2ncnc(SCC(=O)c3ccc(O)cc3O)c2c1C,2.8,0,-10,0,9,10,7,7,-1
COc1cc2c(cc1NC(=S)Nc1ccccc1C)oc1ccccc12,4.8,3,-6,2,8,30,28,9,-1
Cn1c(-c2ccccc2)cnc1SCC(=O)N1CCCc2ccccc21,1.6,7,18,-4,-8,23,3,35,6
O=C(CCSc1ccccn1)c1ccccc1,1.8,-4,19,-3,-5,29,21,18,-7
CC(C)CNS(=O)(=O)c1ccc(CCC(=O)NC2CCCCC2)cc1,1.0,-2,16,0,-3,10,-8,10,1
S=C(Nc1ccccn1)NC1CCCCC1,2.1,-2,-8,2,-1,40,9,37,0
CCO[C@H]1OC(C(=O)N2CCN(Cc3ccccc3)CC2)=C[C@@H](c2ccccc2)[C@@H]1CCCO,-2.5,-2,-1,4,9,8,5,4,12
Cc1ccc(C(C(=O)NC2CCCCC2)N(C(=O)c2csnn2)C2CC2)cc1 (configuration not stated),-0.6,-1,-3,-1,13,-7,5,8,-2
Cc1c(C(=O)Nc2ccccc2C(=O)N2CCCC2)cccc1[N+](=O)[O-],-0.3,0,-1,-2,0,11,-7,10,0
O=C(NCCN1CCCC1)c1ccc(CS(=O)(=O)c2c(Cl)cccc2Cl)o1,1.1,-1,0,-3,4,6,10,-1,15
COc1cc(OC)cc(C(=O)Nc2ccccc2C(=O)N2CCCC2)c1,4.5,0,17,-3,5,18,34,13,-5
Nc1ncnc(NCc2ccc(F)cc2)c1[N+](=O)[O-],-0.8,13,69*,-2,-3,1,-1,21,2
CN(C(=O)COC(=O)C12CC3CC(CC(C3)C1)C2)c1c(N)n(Cc2ccccc2)c(=O)[nH]c1=O,2.4,2,11,-1,-38,3,5,12,2
CSc1nnc2n(-c3ccc(C)cc3)c(=O)c3c4c(sc3n12)COC(C(C)C)C4 (configuration not stated),3.0,6,39,-2,9,24,-3,23,4
COCCn1c(SCC(=O)N2CCCC2)nnc1-c1ccoc1C,0.7,-2,-57,0,-14,13,-16,-1,-5
O=C(CCl)N1CCCC1c1ccc2c(c1)OCCO2 (configuration not stated),12,-5,75*,0,-2,6,5,21,8
CCC1(C)Cc2c(C#N)c(N)n(-c3ccccc3)c(=S)c2CO1 (configuration not stated),-0.9,-3,-4,-3,-8,-4,-14,-4,-7
COc1ccc(C(=O)Nc2ncc3c(n2)CC(c2ccco2)CC3=O)cc1 (configuration not stated),1.4,-1,12,-3,11,13,-5,4,1
COc1ccccc1-n1c(SCC(=O)Nc2cccc3ccccc23)nc(O)cc1=O,0.4,4,21,1,12,1,6,17,-3
Cc1ccc(NC(=O)CSc2ncnc3ccccc23)cc1S(=O)(=O)N1CCOCC1,-1.9,4,29,0,1,20,19,10,-11
CN1CCC(CO)(Cc2ccccc2)CC1,-0.6,1,3,-2,-19,-11,5,19,10
COc1ccccc1CC(=O)NC1CCCCCC1,0.8,1,-4,-3,18,-7,-9,-1,-2
O=C(Cc1ccc(Br)cc1)N1CCN(c2ccccc2)CC1,1.0,-1,-53,-3,5,18,16,5,4
COC(=O)NCC(c1cccnc1)N1CCN(c2ccccc2OC)CC1 (configuration not stated),-1.2,-4,9,-3,13,5,-6,5,4
COc1cc2cc(CCCOC(=O)c3ccc4c(c3)OCO4)oc(=O)c2cc1OC,3.9,-2,15,-2,1,16,3,29,-7
CCc1ccc(N(CC(=O)N2CCN(Cc3ccccc3)CC2)S(C)(=O)=O)cc1,-1.2,-5,14,-3,-2,9,12,3,-3
# Next records
SMILES,CHOP UPR activ,XBP1 UPR activ,Mdm2-MdmX inh,APJ agonist,APJ antagonist,tim10-1 inh,TIM10 inh,tim23-1 inh,CXCR6 block
CN(Cc1ccccc1)c1nc(N)c([N+](=O)[O-])c(Nc2cccc(F)c2)n1,-0.2,12,16,0,13,27,-5,1,8
CCCCC(CC)C(=O)Nc1cc(C(=O)NCCC)ccc1N1CCC2(CC1)CC(c1ccccc1)=NO2 (configuration not stated),0.3,-2,4,-6,-1,14,17,28,6
Cc1nnsc1-c1c(C(=O)O)c(C)nn1-c1ccc(OC(F)(F)F)cc1,0.3,-1,18,-5,0,5,10,10,-14
CCc1ccc(NC(=O)CN(C)S(=O)(=O)c2ccc3[nH]c(=O)oc3c2)cc1,0.7,-4,9,4,-1,2,-4,3,4
Cc1cccc2nc(-c3ccco3)c(Nc3ccc4c(c3)OCO4)n12,-0.4,1,-5,-3,17,7,23,24,2
CC(=O)c1c(C)[nH]c(C(=O)Nc2cccc(S(=O)(=O)N3CCCC3)c2)c1C,1.9,1,70*,1,-1,15,6,16,4
O=C1CC(N2CCN(c3ccc(S(=O)(=O)N4CCOCC4)cc3)CC2)C(=O)N1Cc1ccccc1 (configuration not stated),2.2,-3,-12,2,2,-8,5,-1,-2
COC(=O)C1C(=O)C2=C(CC1C)Nc1ccccc1NC2c1ccc(C)s1 (configuration not stated),-0.5,-2,1,-2,-6,-1,-21,-2,6
COc1ccccc1C(=O)OCc1c(F)cccc1Cl,1.6,-4,-14,-5,-10,21,11,22,5
CCOC(=O)N1CCC(NC(=S)Nc2ccc3nc(N4CCN(CC)CC4)cc(C)c3c2)CC1,5.6,-1,5,0,-11,9,10,1,-4
CC(C)CN(CC(C)C)C(=O)CS(=O)(=O)Cc1ccccc1,-0.3,-2,-2,-3,20,25,26,22,2
COc1ccc(C(OCC2CO2)c2ccc(OC)cc2)cc1 (configuration not stated),-1.6,-1,10,0,11,16,9,-7,.
COc1cccc(NC(=O)Nc2ccc(C(C)(C)C)cc2)c1,5.8,0,-43,0,-8,57*,49*,58*,-35

# Part of the list above, with values under each structure.
# Value order: CHOP UPR activ	XBP1 UPR activ	Mdm2-MdmX inh	APJ agonist	APJ antagonist	tim10-1 inh	TIM10 inh	tim23-1 inh	CXCR6 block
Cc1nnsc1-c1c(C(=O)O)c(C)nn1-c1ccc(OC(F)(F)F)cc1
  0.3	-1	18	-5	0	5	10	10	-14
CCc1ccc(NC(=O)CN(C)S(=O)(=O)c2ccc3[nH]c(=O)oc3c2)cc1
  0.7	-4	9	4	-1	2	-4	3	4
Cc1cccc2nc(-c3ccco3)c(Nc3ccc4c(c3)OCO4)n12
  -0.4	1	-5	-3	17	7	23	24	2

# Some of the compounds tested; the hit share may differ from the screen's.
